KB-V1 MDR tox: KB-V1 MDR subline cytotoxicity; KB-V1 MDR cells viability, CellTiter-Glo, 72 h; 400,000 compounds, 3.4% hits; AID 1347076; Potency, µM (doses to about 46.1 µM), without a hit: at the top dose activity change, negative = cytotoxicity, usual class: cytotoxic; further: potency means the concentration at half of the fitted maximal effect; on the % scale 0 is the no-effect control and ±100 the full control effect; nearly all actives have a fitted effect of over 60% in size
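Readout: CellTiter-Glo luminescence, 10 min after addition. Cells: KB-V1 MDR subline, 72 h at 37 degrees C with compound. Analysis: corrected, normalized data fitted to concentration-effect curves.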
MCF10A rerep: inducers of DNA re-replication in MCF 10A breast cells | Potency, µM (doses to about 46.1 µM), inactives show top-dose activity, positive = re-replication, usual class: activators | MCF 10A DNA re-replication, Hoechst nuclear intensity, 48 h | AID 624296 | 350,000 compounds, 2.9% hits; further: potency means the concentration at half of the fitted maximal effect; % of control where 0% means no effect; nearly all actives have a fitted effect of over 50% in size
SW480 rereplic: induces DNA re-replication in SW480 colon adenocarcinoma cells; SW480 DNA re-replication, Hoechst DNA content imaging, 48 h; Potency, µM (highest dose often 46.1 µM), inactives show at the top dose re-replication activation, hits mostly activators; 340,000 compounds, 1.8% hits; further: potency means the concentration at half of the fitted maximal effect; % of control where 0% means no effect; nearly all actives have a fitted effect of over 55% in size
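Compounds, transferred as 23 nL by pin tool, were incubated with cells for 48 hr; DNA content per nucleus was then quantified by Hoechst staining and fluorescence plate imaging.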
HT1080-NT tox: kills 2HG-producing HT-1080-NT fibrosarcoma cells | 360,000 compounds, 1.6% hits | Potency, µM (top dose mostly 46.1 µM), for inactives: at the top dose activity, negative = less viability, usual class: cytotoxic | HT-1080-NT fibrosarcoma viability, CellTiter-Glo ATP luminescence, 48 h;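 further: NT is the 2HG producing partner of a matched IDH1 knockdown line; potency means the concentration at half of the fitted maximal effect; 0% = DMSO-treated cells and -100% = media-only wells without cells; nearly all actives have a fitted effect of over 55% in size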
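Fibrosarcoma NT cells, 750 per well in 5% FBS RPMI, were exposed to compound for 48 hours. Viability: CellTiter-Glo luminescence.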
KB-3-1 tox: KB-3-1 parental cell cytotoxicity. KB-3-1 viability, CellTiter-Glo ATP luminescence, 72 h. Potency, µM (doses to about 46.1 µM), without a hit: top-dose activity change, negative = cytotoxic, most hits filed as cytotoxic. 400,000 compounds, 1.4% hits; further: potency means the concentration at half of the fitted maximal effect; on the % scale 0 is the no-effect control and ±100 the full control effect; nearly all actives have a fitted effect of over 60% in size
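Parental KB-3-1 viability, qHTS format: 72 h compound exposure, 37 °C; CellTiter-Glo; media-only wells and DMSO plates as controls; concentration-effect fits on corrected data.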
ATXN2 expr inh: ATXN2 expression inhibition; HEK-293 ATXN2-luciferase reporter, luminescence, 24 h; 360,000 compounds, 0.72% hits; Potency, µM (highest dose often 57 µM), inactives show top-dose activity change, negative = inhibition, actives largely listed as inhibitors; further: potency means the concentration at half of the fitted maximal effect; on the % scale 0 is the no-effect control and ±100 the full control effect; nearly all actives have a fitted effect of over 55% in size
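qHTS (up to 57 uM final) was run with 24 h compound exposure of reporter cells at 37 °C. Each well was multiplexed: SteadyGlo luminescence measured ATXN2-luciferase expression after a fluorogenic Gly-Phe-AFC viability readout (25 uM final).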
S2 tox: cell viability loss in ATXN counter-screen; S2 cells (HEK-293 line with an ATXN2-luciferase reporter) viability, CellTiter-Fluor protease fluorescence, 24 h; Potency, µM (doses to about 56.7 µM), hits mostly cytotoxic; 400,000 compounds, 0.49% hits; further: potency means the concentration at half of the fitted maximal effect; nearly all actives have a fitted effect of over 40% in size
HT1080 IDH1KD tx: kills HT-1080 cells with IDH1 knockdown; AID 686971; HT-1080 IDH1 knockdown viability, ATP luminescence, 48 h; 360,000 compounds, 2% hits; Potency, µM (series often up to 46.1 µM), inactives show top-dose activity, negative = toxicity, usual class: cytotoxic;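 further: potency means the concentration at half of the fitted maximal effect; 0% = DMSO wells and -100% = cell-free medium wells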
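After a 2 h attachment period, IDH1KD HT-1080 cells took pin-transferred compound for 48 h at 37 °C; ATP-based luminescence after 10 min room-temperature reagent incubation reported viability.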
IL-1B inflam inh: inhibitors of inflammasome signaling (IL-1 beta secretion) | AID 743279 | 360,000 compounds, 4.7% hits | THP-1 LPS/ATP IL-1B secretion, AlphaLISA, 16 h; active compounds read low | activity change, % at 57.5 µM; in the data active means activity change below about -50%; inconclusive means mostly about -30% to -49%; further: on the % scale 0 is the no-effect control and ±100 the full control effect
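THP-1 cells pretreated 1 hr with compounds (up to 57.5 uM final), then stimulated with LPS (250 ng/mL final) plus ATP (1.25 mM final); secreted IL-1B measured by AlphaLISA after 16 hr, decreased signal indicating inhibition.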
Active calls of the source: *; i = inactive; ? = inconclusive; nt = no result given; & = joins results of further samples; [ ] = dose if it differs, or a comment. Unless noted, the call rests on the fitted dose curve; in most records, active means well fitted curve in the direction sought with a large enough effect; inconclusive means small, poorly fitted or top-dose-only effect, or another doubt; inactive means no such curve, though single readings can be large; an effect the other way counts as inactive or inconclusive. The order is random; overall some 11% were active at least once.

SMILES	KB-V1 MDR tox	MCF10A rerep	SW480 rereplic	HT1080-NT tox	KB-3-1 tox	ATXN2 expr inh	S2 tox	HT1080 IDH1KD tx	IL-1B inflam inh
COC(=O)c1ccccc1NC(=O)N[C@@H](C)C(=O)OC	3%	3%	2%	-2%	1%	-4%	i	1%	7
O=C(Cn1[nH]c(=O)c2ccccc2c1=O)NCc1cccnc1	20%	1%	-6%	-8%	21%	0%	i	-3%	24
Cc1ccc(NS(=O)(=O)c2ccc3c(c2)n(C)c(=O)n3C)cc1C	-10%&0%	-6%	?	-26%	-21%&-29%	0%&8%	i	-14%	152
CC(=O)Nc1nc(-c2ccccc2)nc(C)c1C(C)=O	0%	19%	0%	6%	6%	4%	i	0%	28
c1ccc(-n2nnc(-c3nccs3)n2)cc1	6%	10%	-17%	-1%	7%	28%	i	1%	0
Cc1cc(C(=O)N2CCN(c3ccc([N+](=O)[O-])cc3)CC2)n[nH]1	-4%	-1%	-10%	7%	-4%	nt	i	0%	-11
CC(=O)c1cccc(S(=O)(=O)N(Cc2cc3cc4c(cc3[nH]c2=O)OCCO4)CC2CCCO2)c1 (stereo unspecified)	3%	-3%	2%	6%	1%	-3%	?	3%	-22
Cc1cc(C)n(C(=O)c2ccc([N+](=O)[O-])cc2N)n1	6%	-41%[inhibitor]	?	4%	-4%	2%	i	9%	9
Cc1ccc(C(=O)OCC(=O)NCCc2ccccc2)cc1C	-5%	-2%	-8%	10%	3%	nt	nt	-3%	4
Cc1cc(F)ccc1NC(=O)C1CCN(C(=O)c2cnn(-c3ccccc3)c2-n2cccc2)CC1	-3%	nt	nt	nt	4%	1%	i	nt	nt
O=C(CCNS(=O)(=O)c1ccccc1C(F)(F)F)N1CCN(C(c2ccccc2)c2ccccc2)CC1	?	5%	7%	-4%	?	-1%	i	-10%	-4
CCc1ccccc1NC(=O)COC(=O)C1CC(=O)N(c2ccc(F)cc2)C1 (stereo unspecified)	7%	4%	-6%	0%	-4%	1%	i	-6%	20
O=S(=O)(Nc1ccc(C(F)(F)F)cn1)c1ccccc1	4%	2%	-58%[inhibitor]	20%	2%	9%	i	12%	nt
Nc1ncc(-n2cncn2)c(-c2ccccc2)n1	18%	8%	-1%	11%	9%	-21%[11.3 µM]	i	13%	-11
Cc1cccc(C(=O)NC(C)C(c2cccs2)N2CCOCC2)c1 (stereo unspecified)	-3%	4%	-8%	-3%	11%	3%	?	9%	0
CC(C)c1ccc(NC(=O)CN2C(=O)NC3(CCCC3)C2=O)cc1	?	-9%	5%	-7%	0%	27%	i	0%	-5
COc1ccccc1/C=N/NC(=O)CSc1cc(C)nc2ccccc12	-17%	13µM*	?	?	?	0%	i	?	-66*
CCN[C@H]1C[C@H](C)S(=O)(=O)c2sc(S(N)(=O)=O)cc21	23%	-20%	4%	4%	?	2%&-3%&11%	i	4%	36
Cc1ccc(NC(=O)COC(=O)C2CCN(c3ccc(C(F)(F)F)cn3)CC2)cc1C	3%	3%	3%	1%	1%	1%	i	3%	20
CS(=O)(=O)N(CC(=O)N1CCCCCC1)c1cccc(Cl)c1Cl	-6%	-5%	1%	-4%	-1%	nt	i	-7%	-9
Cc1ccccc1NC(=O)OCc1cn(-c2ccc(Cl)cc2)nn1	?	0%	-14%	30%	-3%	4%	i	11%	-1
CC(C)(C)c1ccccc1OCC(=O)NCCC(=O)O	0%	424%[0.0737 µM]	-15%	1%	1%	2%	i	4%	18
CC(C)C[C@H](NC(=O)c1nc[nH]c1C(=O)NC1CCNCC1)C(=O)OC(C)(C)C	0%	1%	0%	4%	3%	0%	?	9%	5
CCOc1ccc(N2CC(C(=O)Nc3ccc(S(=O)(=O)N4CCCCC4)cc3)CC2=O)cc1 (stereo unspecified)	-2%	4%	2%	9%	-2%	3%	i	13%	-9
COc1ccc(S(=O)(=O)N2CCN(CCOc3ccccc3Cl)CC2)cc1OC	?	12%	-4%	2%	-18%	?	i	-12%	-16
CCOC(=O)C1CCN(C/C=C/c2ccccc2)CC1	0%	?	6%	6%	7%	3%	i	3%	8
CN(C(=O)COc1ccc(Br)cc1Cl)C1CCCCC1	?	0%	-9%	-9%	-22%	45%[activator]	i	-17%	-52*
OCC[C@@H]1C[C@H](O)[C@@H](O)[C@]2(Cc3ccccc3CO2)O1	-12%	-2%	3%	10%	10%	10%	i	14%	9
CCOc1ccc(N(CC(=O)NCc2ccccc2)C(=O)Cn2nnc(-c3ccc(C)o3)n2)cc1	7%	4%	-3%	-11%	8%	-14%	?	1%	1
CC(Sc1nnc2n1CCCCC2)C(=O)Nc1ccccc1[N+](=O)[O-] (stereo unspecified)	?	-13%	-18%	5%	-2%	2%	i	16%	0
O=C(NNC(=O)C1CCCCC1)c1ccco1	9%	-18%	-12%	16%	27%	1%	i	14%	30
COc1ccc(CCN2C(=O)CC(NNC(=O)c3ccccc3Br)C2=O)cc1 (stereo unspecified)	?	-3%	0%	5%	3%	-1%	i	24%	-16
COc1ccc2[nH]c3c(c2c1)CCN1C(=O)C(CC(=O)NCc2cccc(C(F)(F)F)c2)C[C@H](C(=O)N2CCCCC2)[C@@]31CCc1ccccc1 (stereo partly specified)	0%	-25%	8%	2%	0%	-6%	i	0%	?
O=C(NC1CCCCC1)C(c1cc2ccccc2o1)N1CCOCC1 (stereo unspecified)	-15%	nt	nt	13%	0%	14%	i	15%	-21
COC(=O)c1ccc(C2C(C(=O)c3cc4ccccc4o3)=C(O)C(=O)N2c2cc(C)on2)cc1 (stereo unspecified)	17%	23µM*	?	7%	-3%	-18%	i	16%	16
COc1ccc(-c2cc(=O)oc3cc(OCC(=O)NCC4CCC(C(=O)O)CC4)ccc23)cc1 (stereo unspecified)	0%	1%	?	-1%	0%	5%	i	-5%	-1
O=C(COC(=O)CNC(=O)C1CCCCC1)Nc1ccc2ccccc2c1	2%	3%	1%	-1%	12%	2%	i	0%	9
COc1ccc(C2=[N+](C)CCn3cccc32)c(OC)c1	-10%	?	0.52µM*	-8%	?	-10%	i	?	10
COc1ccc(CN(C)CC(=O)NC2CCCc3ccccc32)cc1OC (stereo unspecified)	?	?	4.1µM*	-18%	-4%	-26%	i	-17%	39
Cc1cccc(N2CCN(C(=O)c3cccn4c(=O)c5cc(Cl)ccc5nc34)CC2C)c1 (stereo unspecified)	2%	nt	nt	nt	-3%	4%	i	nt	nt

Among those listed so far, 2 contain a thiophene ring, fused or not:
SMILES	KB-V1 MDR tox	MCF10A rerep	SW480 rereplic	HT1080-NT tox	KB-3-1 tox	ATXN2 expr inh	S2 tox	HT1080 IDH1KD tx	IL-1B inflam inh
Cc1cccc(C(=O)NC(C)C(c2cccs2)N2CCOCC2)c1 (stereo unspecified)	-3%	4%	-8%	-3%	11%	3%	?	9%	0
CCN[C@H]1C[C@H](C)S(=O)(=O)c2sc(S(N)(=O)=O)cc21	23%	-20%	4%	4%	?	2%&-3%&11%	i	4%	36

Going on with the list:
SMILES	KB-V1 MDR tox	MCF10A rerep	SW480 rereplic	HT1080-NT tox	KB-3-1 tox	ATXN2 expr inh	S2 tox	HT1080 IDH1KD tx	IL-1B inflam inh
O=c1c2ccccc2n2cnnc2n1-c1ccccc1	26%	-5%	-2%[9.22 µM]	3%	2%	6%	i	5%	-1
O=C(COC(=O)c1c2ccccc2cc2ccccc12)NCC(F)(F)F	-27%	?	?	-14%	?	-5%	i	-12%	14
CC1(C)CC(=O)C2=C(C1)NC(=O)NC2c1ccccc1 (stereo unspecified)	-6%	8%	-1%	12%	2%	nt	i	7%	-22
CC(=O)N1CCN(C(=O)c2cc3c(s2)CCC(C)C3)CC1 (stereo unspecified)	?	2%	-6%	9%	-2%	46%[activator]	i	-2%	-2
Nc1cc(F)ccc1N1CCCCCC1	12%	-25%	-3%	-3%	-4%	1%	i	-5%	-15
Cc1ccc(CN2CCc3[nH]c(=S)[nH]c(=O)c3C2)cc1	?	4%	-27%	0%	-7%	nt	i	0%	6
C[C@H](CO)N1C[C@H](C)[C@@H](CN(C)S(=O)(=O)c2ccc(F)cc2)Oc2c(NS(=O)(=O)c3ccc(F)cc3)cccc2C1=O	-3%	2%	13%	0%	3%	1%	i	-4%	-23
COC(=O)/C=C1\OCc2c(F)cccc21	5%	nt	nt	15%	-3%	nt	nt	3%	19
O=C(Nc1ccc(O)cc1)c1ccccc1OCc1ccccc1	-12%	6%	-2%	7%	?	7%	i	12%	-71*
CCCc1nnc(SCC(=O)N2CCCC(C)C2)n1CC1CCCO1 (stereo unspecified)	12%	24%	-16%	12%	4%	4%	i	4%	13
O=C1c2ccccc2C2(c3cc(C(F)(F)F)cc(C(F)(F)F)c3)NCCN12 (stereo unspecified)	8%	11%	8%	-22%	-4%	-9%	i	?	-2
CCOC(=O)NC(=O)CSc1ccc2ccccc2n1	-1%	1%	6%	4%	16%	0%	i	2%	15
O=C(CN(CC1CCCO1)C(=O)CNS(=O)(=O)c1ccc(F)cc1)NCC1CCCO1 (stereo unspecified)	-1%	-1%	-35%[inhibitor]	12%	4%	3%	i	8%	22
Cc1nc(SCC(=O)c2c[nH]c3ccccc23)n[nH]1	0%	3%	-5%	2%	0%	14%	i	-4%	33
Cc1cc(Nc2ccc(F)cc2C)n2ncnc2n1	7%	1%	-10%	1%	-4%	-1%	i	4%	12
COc1cccc(N(CC(=O)Nc2cccc(F)c2)S(C)(=O)=O)c1	-22%	0%	-1%[9.22 µM]	0%	-3%	1%	i	1%	7
CCOC(=O)c1c(OCCO)nn(-c2ccccc2)c1N	9%	-14%	-2%	3%	4%	-6%[11.3 µM]	i	13%	-4
Cc1cc(=O)n2nc(N3CCCC(C(=O)NCc4ccc(F)cc4)C3)sc2n1 (stereo unspecified)	5%	-1%	-3%	6%	-4%	1%	i	9%	-1

Assay outcomes: PubChem, National Center for Advancing Translational Sciences (NCATS)
